ER stress rescue – protection against thapsigargin-triggered cell killing – 384-well, CSM14.1, ATP luminescence, primary screen (AID 1222). cellular ATP content (survival), % at 20 µM, or EC50 in µM where a hit was titrated. CSM14.1 thapsigargin-induced death rescue, ATP luminescence; higher % means a stronger effect. 190,000 tested, under 10 active;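 active means EC50 below 50 µM in the dose-response confirmation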;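 further: death triggered by thapsigargin at about 15 µM added after 2 h compound pretreatment; cell ATP read after overnight thapsigargin exposure of roughly 18 to 22 hours; normalized against plate controls of thapsigargin alone and 5% DMSO vehicle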
M1AAP inhibition – P. falciparum M1AAP inhibitors, biochemical, fluorogenic H-Leu-NHMec substrate, 1536-well (AID 1445); 220,000 tested, 0.42% active; one-dose inhibition, % at 30 µM; IC50 in µM for titrated hits; recombinant M1AAP, H-Leu-NHMec fluorogenic kinetic assay; higher % means a stronger effect;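 active means primary inhibition above the hit cutoff, then over 50% inhibition at one or more dose response concentrations, cut at about 23% in these data, passing the limit was not always enough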;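 further: plate controls were DMSO full reaction for no effect and no enzyme background for full effect; strong numbers were not always called active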
P. falciparum M17LAP – P. falciparum M17LAP inhibitors, primary screen, biochemical, fluorogenic H-Leu-NHMec substrate, 1536-well (AID 1619) | recombinant M17LAP, H-Leu-NHMec fluorogenic kinetic assay; higher % means a stronger effect | inhibition, % at 30 µM; hits with a dose series show IC50 in µM | 220,000 tested, 0.38% active;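 active means compound inhibiting the enzyme by more than half at any dose during confirmatory dose-response retesting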;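 further: plate controls were full reaction with DMSO carrier for no effect and no enzyme background for full effect; strong numbers were not always called active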
AID2073 – inhibitors of Mint1-CaV2.2 protein interaction, biochemical, HTRF (AID 2073); HTRF protein-protein interaction, Mint1-CaV2.2; higher % means a stronger effect; inhibition, % at 20 µM, or IC50 in µM where a hit was titrated; 290,000 tested, 0.19% active; in the data active means inhibition mostly above about 51%, no sharp cut-off; further: some results filed as inactive read as strong as hits
XIAP antagonists – XIAP antagonists, biochemical, IAP family, fluorescence polarization (AID 1018). XIAP BIR domain, fluorescence polarization peptide displacement; higher % means a stronger effect. one-dose displacement, % at 20 µM; IC50 in µM for titrated hits. 200,000 tested, 0.007% active; in the data active means displacement above about 50%; further: a part of the inactive calls stands beside numbers as strong as those of hits
Siah-1 displacement – blockers of Siah-1 interaction with plectin peptide – biochemical, fluorescence polarization, rhodamine-plectin, uHTS, primary screen (AID 1817); Siah-1 / rhodamine-plectin peptide fluorescence polarization; higher % means a stronger effect; displacement, % at 20 µM, or IC50 in µM where a hit was titrated; 290,000 tested, 0.02% active;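 active means displacement of at least 50% at 20 µM, with a fluorescence ratio check between 0.3 and a set limit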;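 further: plate controls were Siah plus tracer with DMSO for no effect and tracer alone without Siah for full effect; strong numbers were not always called active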
LYP phosphatase – PTPN22 lymphoid phosphatase activity blockers – biochemical, fluorescence intensity, uHTS (AID 1779). recombinant LYP phosphatase, fluorescence intensity; higher % means a stronger effect. inhibition, % at 11.5 µM; hits with a dose series show IC50 in µM. 290,000 tested, 0.054% active;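 further: plate controls were vehicle with enzyme for no effect and no enzyme for full effect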
Lipid droplet – hepatic lipid droplet formation modulation; inhibition, % at 6.5 µM; 240,000 tested, 0.4% active; AML12 mouse hepatocytes, oleate lipid droplets, BODIPY imaging; AID 1656;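 active means lipid droplet intensity inhibited by at least 50%, with more than 500 cells counted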
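System: AML12 hepatocytes (mouse). Probe or stimulus: oleic acid at 100 µM to induce lipid droplet formation. Times: overnight treatment with compound plus oleate. Detection: Image-based BODIPY and DAPI two-channel analysis. Evaluation: percent inhibition of filter-corrected integrated lipid droplet intensity per well.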
HEK293 NOD2/NF-kB – inhibition of NOD2-driven NF-kB reporter – cell-based, luminescence, uHTS, HEK293 (AID 1566); 290,000 tested, 0.63% active; HEK293 NOD2/NF-kB luciferase reporter, luminescence; higher % means a stronger effect; inhibition, % at 4 µM, or EC50 in µM where a hit was titrated; further: many of its hits are not listed in these tables
Lipid droplet cells 6.5 µM – also measured in Lipid droplet; calls as there; cell count; measured here: cell count, cytotoxicity flag;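 cells counted across two imaged fields per well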
* hit, by the source's call; / = no result given. Unless noted, no stated cut-off is given here; in the data, active means inhibition above about 50%; inactive means the rest. Some of the compounds tested; the hit share may differ from the screen's.

Results follow in this order: ER stress rescue	M1AAP inhibition	P. falciparum M17LAP	AID2073	XIAP antagonists	Siah-1 displacement	LYP phosphatase	Lipid droplet	Lipid droplet cells 6.5 µM	HEK293 NOD2/NF-kB
CN1CCN(c2cc3c(c4c2[nH]c2ccccc24)C(=O)CC(C)(C)C3)CC1
→ -4.2%	10.7%	-5.1%	28.5%	-3.5%	-4.2%	-12.8%	/	/	-9.4%
CC(/C=N/n1c(-c2ccccc2)n[nH]c1=S)=C\c1ccco1
→ 3.5%	8.8%	71.2%	-4.6%	0.3%	1.2%	4.3%	14.1	703	4.1%
CCOC(=O)c1csc(N)n1
→ 1.2%	5.9%	12.9%	32.6%	3.0%	0.6%	-3.7%	19.9	688	-16.6%
Cn1nnnc1SCC(=O)Nc1ccc(S(=O)(=O)N2CCOCC2)cc1
→ /	2.3%	2.9%	14.0%	/	13.8%	-3.5%	-1.6	674	3.3%
O=C(CCN1C(=O)/C(=C\c2ccccc2)SC1=S)N1CCOCC1
→ /	/	/	-0.3%	/	13.3%	-4.8%	-16.2	789	-3.1%
CCOC(=O)c1c(NC(=O)Cc2cccs2)sc(C)c1C
→ -0.7%	0.3%	-4.1%	2.2%	-5.7%	-5.4%	-3.6%	1.5	798	23.6%
COc1cc(CCC(=O)OCC(=O)NC2CCCC(C)C2C)cc(OC)c1OC (stereo unspecified)
→ 2.4%	3.4%	-8.6%	-9.9%	-3.0%	6.4%	-3.8%	-5.2	669	-0.6%
O=Nc1c(O)n(Cc2ccc(Cl)cc2)c2ccccc12
→ 0.1%	4.6%	-0.2%	30.2%	-3.6%	-2.3%	-2.7%	/	/	-75.4%
Cn1c2ccccc2c(=O)c2c(=O)n(Cc3ccco3)c(-c3ccc(Cl)cc3Cl)nc21
→ /	7.3%	-3.1%	-2.6%	/	2.8%	0.1%	-6.5	671	44.7%
CCC(=O)N1CCC2(CC1)Oc1ccc(Cl)cc1C(=O)C21CC(c2cccnc2)=NO1 (stereo unspecified)
→ /	3.1%	-7.1%	6.5%	/	16.0%	-4.5%	/	/	-4.9%
C=CCOn1c(=O)c(=O)n(OCc2ccccc2)c2ccccc21
→ -2.3%	10.3%	5.5%	6.2%	-1.5%	-2.1%	3.3%	/	/	8.5%
CCS(=O)(=O)N1Cc2ccccc2CC1C(=O)Nc1nnc(SCc2ccc(F)cc2)s1 (stereo unspecified)
→ -3.4%	6.5%	33.6%	12.2%	3.4%	5.4%	1.5%	7.5	598	5.6%
Cc1cccc(N(C(=O)Nc2ccc(Cl)cc2)C2=NCC(C)S2)n1 (stereo unspecified)
→ -0.9%	2.3%	-1.2%	-1.4%	-6.8%	0.3%	-6.4%	/	/	-20.6%
O=C(c1ccc(Cn2cc(Cl)c([N+](=O)[O-])n2)cc1)N1CCN(Cc2ccccc2)CC1
→ /	-1.8%	-7.7%	-7.9%	/	4.1%	-7.4%	-15.5	697	21.4%
O=[N+]([O-])c1ccccc1OCCN1CCCC1
→ /	/	/	-0.8%	/	3.8%	-9.6%	-2.8	836	-0.3%

(cont.)
Results follow in this order: ER stress rescue	M1AAP inhibition	P. falciparum M17LAP	AID2073	XIAP antagonists	Siah-1 displacement	LYP phosphatase	Lipid droplet	Lipid droplet cells 6.5 µM	HEK293 NOD2/NF-kB
N#C/C(=C\c1ccc[nH]1)C(=O)Nc1ccccc1F
→ /	/	/	0.8%	/	-1.1%	-7.9%	-4.7	620	-43.9%
Cc1ccccc1CNC(=O)c1cc(COc2ccc(F)cc2F)on1
→ 1.3%	5.7%	1.8%	5.8%	-3.2%	2.2%	-6.0%	-1.7	655	7.1%
Cc1c(C(=O)N2CCN(c3ccc(F)cc3)CC2)sc2nc(-c3ccccc3)cn12
→ 0.9%	8.0%	4.9%	-1.5%	0.6%	-2.4%	-4.3%	/	/	16.8%
CCOC(=O)CSc1nnc(CSc2nc3sc4c(c3c(=O)[nH]2)CCCC4)n1-c1ccccc1
→ -0.9%	12.2%	0.6%	9.8%	-4.6%	-5.5%	1.3%	/	/	16.4%
N#C/C=C1\n2c(nc3ccccc32)OC12CCCCC2
→ 0.3%	2.4%	4.8%	2.0%	-3.0%	-0.3%	-7.8%	4.3	738	19.7%
Cc1ccc(S(=O)(=O)Nc2cc(Cl)c(O)c3ncccc23)cc1
→ /	/	/	-13.4%	/	-9.5%	-1.5%	-5.0	847	14.5%
Cc1ccc(NC(=O)C2CCN(S(=O)(=O)c3ccc4c(c3)NC(=O)C(C)S4)CC2)cc1C (stereo unspecified)
→ /	/	/	12.3%	/	-1.3%	-8.8%	-12.3	686	16.5%
CC(=O)NC1C(=O)Nc2c(C)cc(C)cc21 (stereo unspecified)
→ -1.0%	-2.8%	4.9%	-13.8%	-3.5%	1.1%	-2.6%	/	/	6.3%
Cc1ccc2nc(C)cc(C(=O)OCC(=O)Nc3c(C)n(C)n(-c4ccccc4)c3=O)c2c1
→ -0.7%	6.3%	3.4%	-3.6%	-6.7%	1.6%	5.5%	-1.7	676	1.3%
Cc1[nH]c2ccc(OCc3ccccc3)cc2c1CCN1C(=O)OC(C)(C)C1(C)O (stereo unspecified)
→ 0.1%	-3.8%	4.2%	3.5%	0.8%	0.0%	-4.0%	/	/	-6.6%
NC(=O)C[n+]1cccc(C(N)=O)c1
→ 0.8%	3.0%	-12.3%	13.9%	-10.0%	-0.4%	-2.8%	13.3	650	-5.1%
COc1cc(OC)c(CNC2CCCCCC2)cc1Br
→ 7.6%	0.3%	-7.9%	-3.0%	0.0%	-3.6%	-8.3%	-0.5	735	-11.0%
CCOC(=O)C1CCCN(c2c(N3CCN(C4CCCCC4)CC3)c(=O)c2=O)C1 (stereo unspecified)
→ 1.0%	-3.8%	-2.8%	1.3%	-4.8%	-1.0%	-3.5%	/	/	16.5%
O=C(NS(=O)(=O)c1ccc(NC(=O)C2CCCO2)cc1)c1ccccc1 (stereo unspecified)
→ -1.9%	6.4%	1.1%	1.5%	-15.7%	-0.4%	-2.3%	-20.7	715	14.3%
CCCCN(C(=O)CSc1nnnn1C)c1c(N)n(Cc2ccccc2)c(=O)[nH]c1=O
→ /	-0.7%	4.1%	-0.3%	/	-4.3%	-5.6%	17.1	677	5.3%

Continued.
Results follow in this order: ER stress rescue	M1AAP inhibition	P. falciparum M17LAP	AID2073	XIAP antagonists	Siah-1 displacement	LYP phosphatase	Lipid droplet	Lipid droplet cells 6.5 µM	HEK293 NOD2/NF-kB
COc1ccc(-c2nc(CS(=O)CC(=O)NCCN3CCCCCC3)c(C)o2)cc1OC (stereo unspecified)
→ /	/	/	-6.9%	/	-4.1%	1.7%	-0.4	782	-7.1%
O=C1/C(=C/c2ccco2)N=C(N2CCCCC2)N1c1ccccc1
→ 2.8%	10.3%	-1.5%	12.3%	-5.5%	6.9%	-1.2%	2.2	663	2.1%
C/C(=N\Nc1nccnc1Cl)c1c(F)c(F)c(F)c(F)c1F
→ -2.5%	0.3%	29.7%	1.8%	-2.9%	2.7%	4.2%	/	/	2.4%
CCCCC1C(=O)CC[C@H]2[C@@H]1CC(=O)[C@@H]2C/C=C\CCCC(=O)O (stereo partly specified)
→ -2.5%	17.0%	9.4%	12.9%	-13.5%	0.3%	2.5%	8.2	728	15.0%
O=C(Cn1nnc(-c2ccccc2-n2cnnn2)n1)NCc1ccccc1
→ 6.1%	-11.3%	-6.7%	7.6%	-7.7%	0.6%	-2.8%	4.3	784	16.9%
O=C(CNC(=O)c1ccc(Cl)cc1)OC1CCOC1=O (stereo unspecified)
→ 0.0%	4.2%	17.1%	-7.6%	-2.3%	-1.9%	0.7%	11.6	704	-6.4%
NS(=O)(=O)c1ccc(NC(=O)Nc2ccc(S(N)(=O)=O)cc2)cc1
→ /	-1.2%	-7.4%	-4.8%	/	11.0%	-3.6%	-1.2	715	23.8%
CCOC(=O)Nc1ccc2c(c1)nc(CN1CCCCC1)n2C
→ -1.5%	0.4%	-4.0%	3.5%	-4.7%	2.2%	-6.0%	-5.0	681	12.7%
Clc1ccc(CSc2nnc(-c3cccnc3)n2Cc2ccco2)c(Cl)c1
→ -0.1%	8.0%	6.5%	12.9%	-2.8%	3.2%	2.3%	/	/	-1.1%
Cc1cccc(NC(=S)NC(=O)C2CC2)c1
→ /	/	/	10.8%	/	-2.6%	-5.9%	-73.8	685	-4.8%
Cn1c(CNC(=O)C2CCCCC2)cc2ccccc21
→ /	/	/	2.8%	/	0.2%	2.2%	37.7	843	-12.5%
CCOc1ccc(CCNC(=O)C2CCN(S(=O)(=O)c3ccc(C)cc3)CC2)cc1OCC
→ /	/	/	-4.7%	/	-0.8%	-5.0%	38.0	801	0.5%
COc1ccc(CNC(=O)c2cc3c(s2)CS(=O)C3)cc1 (stereo unspecified)
→ -1.3%	1.8%	-3.9%	6.9%	-4.4%	-0.3%	0.6%	/	/	11.3%
CCn1cnc2cc(NCc3ccc(Br)cc3)ccc21
→ /	/	/	-4.4%	/	0.1%	-8.1%	-11.6	828	-34.0%
CCC(C(=O)Nc1cccnc1Cl)c1ccccc1 (stereo unspecified)
→ /	/	/	4.0%	/	6.3%	-1.2%	-8.6	785	11.6%
CC(=O)NCCN1C(=O)C2C3c4ccccc4C(c4ccccc43)C2C1=O (stereo unspecified)
→ -1.4%	5.3%	7.0%	-5.2%	-8.0%	-1.7%	-7.2%	/	/	10.0%
C=CCN1C(=O)/C(=C2\SC(N3CCOCC3)=NC2=O)c2cc(Br)ccc21
→ 0.3%	-1.4%	-0.3%	-2.2%	-0.6%	2.8%	0.6%	29.8	660	-10.3%
CC(=O)/C(=N\Nc1ccc(Cl)cc1Cl)Sc1cccc2cccnc12
→ -0.8%	3.5%	3.5%	-18.6%	-4.5%	-5.3%	6.5%	0.0	578	-2.3%

In the list so far, 3 have a thiophene ring, fused or not.
Results follow in this order: ER stress rescue	M1AAP inhibition	P. falciparum M17LAP	AID2073	XIAP antagonists	Siah-1 displacement	LYP phosphatase	Lipid droplet	Lipid droplet cells 6.5 µM	HEK293 NOD2/NF-kB
CCOC(=O)c1c(NC(=O)Cc2cccs2)sc(C)c1C
→ -0.7%	0.3%	-4.1%	2.2%	-5.7%	-5.4%	-3.6%	1.5	798	23.6%
CCOC(=O)CSc1nnc(CSc2nc3sc4c(c3c(=O)[nH]2)CCCC4)n1-c1ccccc1
→ -0.9%	12.2%	0.6%	9.8%	-4.6%	-5.5%	1.3%	/	/	16.4%
COc1ccc(CNC(=O)c2cc3c(s2)CS(=O)C3)cc1 (stereo unspecified)
→ -1.3%	1.8%	-3.9%	6.9%	-4.4%	-0.3%	0.6%	/	/	11.3%

Some entries already given, showing only Lipid droplet cells 6.5 µM and ER stress rescue.
| SMILES | Lipid droplet cells 6.5 µM | ER stress rescue |
| --- | --- | --- |
| C=CCN1C(=O)/C(=C2\SC(N3CCOCC3)=NC2=O)c2cc(Br)ccc21 | 660 | 0.3% |
| CC(=O)/C(=N\Nc1ccc(Cl)cc1Cl)Sc1cccc2cccnc12 | 578 | -0.8% |
